# High-throughput results from PubChem.
# Tn7 DDE FP = DD(E)-Tn7 binding inhibition, primary FP screen. 370,000 tested, 0.13% active. P02675. inhibition, % at 8.3 µM. FP displacement of FITC-Tn7 peptide from fibrin DD(E); 0% = median of compound wells per plate;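 active = inhibition above the mean of compounds falling within the control limits plus 3 SD of them, cut at about 14% in these data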;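 note: 0% = plate median of compound wells and 100% = 10 µM Aha-Tn7 peptide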
#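 Also added: labelled Tn7 tracer, 0.1 µM; Assay system: human fibrin DD(E) protein; Amount: 2 µM fibrin DD(E); Schedule: 10 min compound pre-incubation, 3 h probe incubation at room temperature; Repeats: one replicate per compound; Read-out basis: percent inhibition; Measured by: fluorescence polarization of the labelled Tn7 tracer.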
# ARFGAP1 inhibitor = inhibitors of rat ARFGAP1. Q62848. Arfgap1-stimulated ARF1 GTP hydrolysis, GDP FP detection. inhibition, % at 16.5 µM. 360,000 tested, 0.26% active;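 active = inhibition above a per-plate limit, mean inhibition of low control wells plus 3 SD, cut at about 25% in these data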;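 note: 0% = DMSO wells with enzyme and 100% = wells lacking Arfgap1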
#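 Material: rat Arfgap1 GAP domain (His6, aa 1-136), purified enzyme. Also added: human ARF1(Δ1-17)-GTP substrate. Compound dosing: 16.5 µM single point, 1.26% DMSO. Timing: enzyme reaction 120 min at 25 °C after 20 min preincubation. Signal: GDP detection by fluorescence polarization. Read-out basis: percent inhibition of GAP-stimulated GDP formation, scaled between DMSO and no-Arfgap1 medians.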
# Rev-erbA mod = modulates human Rev-erb alpha binding to DNA. activity, % at 10 µM. 370,000 tested, 0.79% active. P20393. Rev-erbα–FITC-DNA binding, fluorescence polarization, 90 min;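 active = activity above about 14%, limit read from the data; passing the limit was not always enough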;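 note: 0% = DMSO wells with 35 nM protein and 100% = DMSO wells with 750 nM protein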
# PLCb3 inh = PLC-beta3 (human) inhibition, primary screen; Q01970; Purified PLC-beta3, fluorogenic substrate, fluorescence; inhibition, % at 12.2 µM; 370,000 tested, 0.18% active; AID 720704; in the data active = inhibition above about 11%;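 note: 0% = median of compound wells on plate and 100% = full blocker control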
# Tn6 DDE FP = inhibitors of Tn6 peptide binding to human fibrin DD(E) | P02675 | Fibrin DD(E) TRITC-Tn6 fluorescence polarization displacement | inhibition, % at 8.3 µM | 370,000 tested, 0.21% active;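 active = inhibition above a per-campaign cutoff: mean of compounds within control limits plus 3 SD, cut at about 15% in these data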;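 note: 0% = median of all compound wells on the plate and 100% = blocking peptide control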
# proKLK7 act = activators of human kallikrein-7 zymogen. P49862. AID 652039. purified proKLK7, EDANS-DABCYL substrate fluorescence; 100% is mature enzyme control, 0% vehicle. activation, % at 7 µM. 370,000 tested, 0.9% active;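 active = activation above the mean of all tested compounds plus 3 SD, computed per campaign excluding outliers beyond control limits, cut at about 13% in these data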
# ASAP1 inh = ASAP1 ArfGAP inhibition | Q9ULH1 | ASAP1-stimulated ARF1 GTP hydrolysis, GDP FP detection | inhibition, % at 16.5 µM | 360,000 tested, 0.19% active | AID 624377; in the data active = inhibition above about 25%;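 note: 0% = vehicle with enzyme and substrate and 100% = no enzyme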
# PLC-gamma1 inh = inhibitors of human phospholipase C gamma1 | 370,000 tested, 0.84% active | purified PLC-gamma1, fluorogenic substrate, fluorescence | P19174 | inhibition, % at 12.2 µM; in the data active = inhibition above about 9.5%
# sPLA2-III inh = Inhibits HGIII-sPLA2 liposome hydrolysis, primary screen; AID 743126; Q9NZ20; QFRET BODIPY PC-A2 liposome hydrolysis, fluorescence; inhibition, % at 12.2 µM; 370,000 tested, 0.56% active;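 active = inhibition above mean plus 3 SD of compounds lying within the high and low control bounds, cut at about 19% in these data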;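 note: 0% = median of test compound wells and 100% = no enzyme DMSO wells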
# UHRF1 binding = human UHRF1 methylated DNA binding inhibitors; Q96T88; UHRF1 binding to methylated oligo, TR-FRET; inhibition, % at 4.4 µM; 370,000 tested, 0.75% active; AID 687016; in the data active = inhibition above about 21%;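 note: UHRF1 SRA domain binding a hemimethylated CpG hairpin DNA probe; 0% = median of test compound wells and 100% = reference inhibitor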
# Target sequence (Q96T88 whole entry, looked up, the tested form may be a part): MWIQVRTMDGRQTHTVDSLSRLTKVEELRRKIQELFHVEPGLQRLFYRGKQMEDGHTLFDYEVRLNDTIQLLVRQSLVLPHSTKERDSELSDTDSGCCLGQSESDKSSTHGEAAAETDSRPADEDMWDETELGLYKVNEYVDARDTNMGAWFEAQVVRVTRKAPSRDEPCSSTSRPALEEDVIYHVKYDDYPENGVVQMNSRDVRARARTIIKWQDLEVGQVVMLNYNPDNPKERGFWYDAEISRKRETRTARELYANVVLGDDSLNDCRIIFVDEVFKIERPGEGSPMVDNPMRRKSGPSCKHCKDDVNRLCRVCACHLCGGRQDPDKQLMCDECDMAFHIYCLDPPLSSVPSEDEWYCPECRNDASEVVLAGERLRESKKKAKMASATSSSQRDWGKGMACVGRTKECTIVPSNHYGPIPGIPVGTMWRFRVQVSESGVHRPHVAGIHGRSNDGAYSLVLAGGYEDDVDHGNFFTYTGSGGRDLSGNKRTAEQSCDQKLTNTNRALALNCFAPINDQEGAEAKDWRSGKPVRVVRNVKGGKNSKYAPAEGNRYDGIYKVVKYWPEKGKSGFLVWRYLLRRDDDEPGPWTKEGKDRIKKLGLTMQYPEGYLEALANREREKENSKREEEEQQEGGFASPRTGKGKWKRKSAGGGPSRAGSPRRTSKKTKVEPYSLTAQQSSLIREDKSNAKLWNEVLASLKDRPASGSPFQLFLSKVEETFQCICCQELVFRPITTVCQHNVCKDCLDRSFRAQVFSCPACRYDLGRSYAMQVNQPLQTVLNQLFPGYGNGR
# * = called active by the depositor; i = inactive.
entry | Tn7 DDE FP | ARFGAP1 inhibitor | Rev-erbA mod | PLCb3 inh | Tn6 DDE FP | proKLK7 act | ASAP1 inh | PLC-gamma1 inh | sPLA2-III inh | UHRF1 binding | Molecule
1 | -5 | 3 | -1 | -11 | -3 | 0.2 | 5 | 1 | -5 | 3 | O=[N+]([O-])c1ccc(S(=O)(=O)NCCCc2ccccc2)cc1
2 | 6 | 5 | -2 | -31 | -1 | -0.6 | 1 | -6 | -4 | 2 | COCCn1c(N)c(N(Cc2ccccc2)C(=O)c2ccc(-c3ccc(Cl)cc3)o2)c(=O)[nH]c1=O
3 | 1 | 8 | -2 | 6 | -2 | 0.1 | -6 | 1 | 5 | 1 | CC1(C)CN2C(=S)N(c3ccccc3)C(c3ccccc3)N2C1 (stereo unspecified)
4 | 1 | 3 | -3 | 0 | -2 | -0.4 | 10 | 1 | 0 | -1 | CC1(CNC(=O)C(=O)NCC2(C)CO2)CO1 (stereo unspecified)
5 | -6 | 8 | 2 | -29 | -8 | 0.1 | 12 | -16 | -14 | 0 | O=C1Nc2ccccc2C12Nc1ccccc1-c1nc3ccccc3n12 (stereo unspecified)
6 | -5 | 6 | -3 | 0 | 6 | 0.3 | 7 | -3 | 1 | -1 | COCCCNC1=C(C#N)C(=O)NC2(CCCC2)S1
7 | -5 | -3 | -4 | 1 | -6 | -0.3 | 11 | -1 | -2 | 6 | CC1=CC(=NOC(=O)/C=C/c2ccccc2)C=C(C)C1=O
8 | -4 | 2 | -2 | -122 | -3 | 13* | 2 | -66 | 0 | -1 | CCN1CCN(c2cc3c(cc2F)c(=O)c(S(=O)(=O)c2ccccc2)cn3C)CC1
9 | -5 | 2 | 2 | 1 | -1 | -0.3 | -8 | 3 | 2 | -2 | CN(Cc1cccs1)C(=O)COc1cccc(-n2cnnn2)c1
10 | -8 | -11 | 6 | -14 | 6 | -0.5 | -1 | 1 | 2 | -12 | Oc1ccc2ccccc2c1C=NCc1ccccc1
11 | 8 | 14 | 12 | -220 | -2 | 10 | -8 | -172 | -1 | 2 | CCN(Cc1ccccc1)S(=O)(=O)c1cc2[nH]c(=O)c(=O)[nH]c2cc1C
12 | -4 | -4 | 1 | -1 | -3 | -0.2 | 2 | -2 | 2 | -1 | COCCN1C(=NCCCOC(C)C)N[C@@H](c2ccccc2)C(C(=O)OC)=C1C

# An excerpt from above in order of the ASAP1 inh value, ascending:
entry | Tn7 DDE FP | ARFGAP1 inhibitor | Rev-erbA mod | PLCb3 inh | Tn6 DDE FP | proKLK7 act | ASAP1 inh | PLC-gamma1 inh | sPLA2-III inh | UHRF1 binding | Molecule
3 | 1 | 8 | -2 | 6 | -2 | 0.1 | -6 | 1 | 5 | 1 | CC1(C)CN2C(=S)N(c3ccccc3)C(c3ccccc3)N2C1 (stereo unspecified)
10 | -8 | -11 | 6 | -14 | 6 | -0.5 | -1 | 1 | 2 | -12 | Oc1ccc2ccccc2c1C=NCc1ccccc1
12 | -4 | -4 | 1 | -1 | -3 | -0.2 | 2 | -2 | 2 | -1 | COCCN1C(=NCCCOC(C)C)N[C@@H](c2ccccc2)C(C(=O)OC)=C1C
1 | -5 | 3 | -1 | -11 | -3 | 0.2 | 5 | 1 | -5 | 3 | O=[N+]([O-])c1ccc(S(=O)(=O)NCCCc2ccccc2)cc1
6 | -5 | 6 | -3 | 0 | 6 | 0.3 | 7 | -3 | 1 | -1 | COCCCNC1=C(C#N)C(=O)NC2(CCCC2)S1
5 | -6 | 8 | 2 | -29 | -8 | 0.1 | 12 | -16 | -14 | 0 | O=C1Nc2ccccc2C12Nc1ccccc1-c1nc3ccccc3n12 (stereo unspecified)

# A draw from above in order of formula weight, highest first.
entry | Tn7 DDE FP | ARFGAP1 inhibitor | Rev-erbA mod | PLCb3 inh | Tn6 DDE FP | proKLK7 act | ASAP1 inh | PLC-gamma1 inh | sPLA2-III inh | UHRF1 binding | Molecule
2 | 6 | 5 | -2 | -31 | -1 | -0.6 | 1 | -6 | -4 | 2 | COCCn1c(N)c(N(Cc2ccccc2)C(=O)c2ccc(-c3ccc(Cl)cc3)o2)c(=O)[nH]c1=O
5 | -6 | 8 | 2 | -29 | -8 | 0.1 | 12 | -16 | -14 | 0 | O=C1Nc2ccccc2C12Nc1ccccc1-c1nc3ccccc3n12 (stereo unspecified)
10 | -8 | -11 | 6 | -14 | 6 | -0.5 | -1 | 1 | 2 | -12 | Oc1ccc2ccccc2c1C=NCc1ccccc1

# (further entries)
entry | Tn7 DDE FP | ARFGAP1 inhibitor | Rev-erbA mod | PLCb3 inh | Tn6 DDE FP | proKLK7 act | ASAP1 inh | PLC-gamma1 inh | sPLA2-III inh | UHRF1 binding | Molecule
13 | 5 | 11 | 3 | -17 | -10 | 0.0 | 31* | -14 | -7 | -3 | O=C(CSc1ncnc2scc(-c3ccccc3)c12)N1CCN(Cc2ccc3c(c2)OCO3)CC1
14 | 1 | 13 | -1 | i | -6 | -0.4 | 5 | i | 4 | 2 | CCOc1ccc2c3c(c(=O)oc2c1OCC)CCCC3
15 | 7 | -3 | 4 | 1 | 3 | -0.8 | 1 | 0 | -1 | 0 | COc1cccc(NC(=O)CCN2C(=O)c3ccccc3S2(=O)=O)c1
16 | -8 | 10 | -3 | -6 | 1 | -0.1 | -14 | 1 | -1 | -1 | CC(NC(=O)CSc1nnc(-c2cccnc2)n1N)c1ccccc1 (stereo unspecified)
17 | 6 | -1 | -10 | 2 | -2 | -0.1 | -7 | 2 | 1 | -3 | O=C(COc1cc(O)c2c(=O)cc(-c3ccccc3)oc2c1)c1ccc(F)cc1
18 | -1 | -10 | -1 | 0 | 7 | -0.1 | -10 | 0 | 9 | 0 | CC(C)(C)c1nnc(NC(=O)C2CCN(c3ncccn3)CC2)s1
19 | -5 | -3 | 4 | 2 | -4 | -0.2 | 11 | -1 | 0 | 1 | O=C1NC[C@H](CCCCN2CCN(CCc3ccccc3)C(=O)C2=O)N(CC2CCCCC2)C1=O
20 | 0 | 11 | -8 | -3 | 2 | 0.0 | 6 | 3 | 1 | -1 | CC(C)c1ccc(NC(=O)C2CCC(CNC(=O)[C@@H]3Cc4ccccc4CN3)CC2)cc1 (stereo partly specified)
21 | -4 | 5 | 2 | -5 | 0 | -1.0 | 5 | 1 | 1 | 6 | Cc1ccc(S(=O)(=O)N2CCC(C(=O)NC3CCCCC3C)CC2)cc1 (stereo unspecified)

# Single values from the entries so far:
# Reading for cpd 18 under ASAP1 inh: -10
# Reading for cpd 13 under Tn7 DDE FP: 5
